TDP1 block – qHTS Assay for Inhibitors of Tyrosyl-DNA Phosphodiesterase (TDP1); Potency, µM (doses to about 130 µM), for inactives: top-dose activity change, negative = inhibition, actives largely listed as inhibitors; 0.28% of 350,000 active; recombinant TDP1, AlphaScreen DNA substrate cleavage; Tyrosyl-DNA phosphodiesterase 1 (Homo sapiens), Q9NUW8; note: nearly all actives have a fitted effect of over 40% in size
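Recombinant human Tdp1 (E. coli-expressed, 1 nM final) preincubated with compounds 15 min at room temperature, then 5'-biotin/3'-phosphotyrosine-FITC DNA substrate (15 nM final) added for 5 min. AlphaScreen beads (10 ug/ml final) added 10 min; cleavage lowers signal.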
TDP1 cell noCPT – qHTS for Inhibitors of human tyrosyl-DNA phosphodiesterase 1 (TDP1): qHTS in cells in absence of CPT; DT40 Tdp1-/- hTDP1 cells, no CPT, ATP luminescence, 48 h; Potency, µM (top dose mostly 46.2 µM), for the others: at the top dose activity change, negative = growth inhibition, actives largely listed as inhibitors; 15% of 420,000 active; AID 686978, 2013; note: nearly all actives have a fitted effect of over 55% in size
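DT40 Tdp1-/-;hTDP1 cells, no CPT (DMSO vehicle only), 400 cells/well; compounds pin-transferred; ≥48 hr, 37 °C; CellTiter-Glo 30 min RT dark, luminescence read.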
GCN5L2 inh – qHTS Assay for Inhibitors of GCN5L2 | 0.21% of 390,000 active | Potency, µM (series often up to 58.9 µM), for the others: at the top dose activity change, negative = inhibition, hits mostly inhibitors | AID 504327, 2011 | Histone acetyltransferase KAT2A (Homo sapiens), Q92830 | GCN5L2 HAT assay, ThioGlo1 CoA-SH fluorescence
Target sequence (Q92830 whole entry, looked up): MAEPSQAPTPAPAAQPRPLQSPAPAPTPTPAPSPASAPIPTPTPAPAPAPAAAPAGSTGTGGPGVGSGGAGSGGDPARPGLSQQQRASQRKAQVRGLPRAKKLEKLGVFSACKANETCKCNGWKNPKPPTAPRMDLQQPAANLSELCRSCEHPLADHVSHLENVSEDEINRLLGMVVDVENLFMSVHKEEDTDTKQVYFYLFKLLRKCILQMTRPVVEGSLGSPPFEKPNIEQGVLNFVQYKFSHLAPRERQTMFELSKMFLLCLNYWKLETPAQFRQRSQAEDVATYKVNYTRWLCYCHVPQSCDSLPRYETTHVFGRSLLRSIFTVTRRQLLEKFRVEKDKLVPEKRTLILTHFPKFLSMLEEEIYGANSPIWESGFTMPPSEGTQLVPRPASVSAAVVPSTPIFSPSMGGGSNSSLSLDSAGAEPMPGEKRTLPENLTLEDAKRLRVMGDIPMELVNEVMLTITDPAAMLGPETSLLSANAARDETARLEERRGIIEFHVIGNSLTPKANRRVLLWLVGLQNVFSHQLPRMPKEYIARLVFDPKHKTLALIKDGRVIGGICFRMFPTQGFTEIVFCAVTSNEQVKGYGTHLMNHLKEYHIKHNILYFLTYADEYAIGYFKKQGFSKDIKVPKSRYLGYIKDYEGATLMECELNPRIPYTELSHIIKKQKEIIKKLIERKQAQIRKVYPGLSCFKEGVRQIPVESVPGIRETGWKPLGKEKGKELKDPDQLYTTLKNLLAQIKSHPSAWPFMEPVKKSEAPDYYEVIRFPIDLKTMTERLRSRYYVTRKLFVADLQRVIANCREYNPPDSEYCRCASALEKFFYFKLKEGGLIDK
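Compounds, pin-transferred from DMSO stocks, meet 20nM GCN5L2 for 15 min before the reaction begins with H3(1-25) peptide (75uM) and acetyl-CoA (70uM). Thiol-reactive ThioGlo1 reports CoA release over 20 min at room temperature.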
* = called active by the depositor; ? = inconclusive; . = no result given; & = joins results of further samples; [ ] = remark or other dose. Calls come from the whole dose curve; as a rule, active = well fitted curve in the direction sought with a large enough effect; inconclusive = small, poorly fitted or top-dose-only effect, or another doubt; inactive = no such curve, though single readings can be large; an effect the other way counts as inactive or inconclusive. % is set by controls: 0 for no effect and ±100 for the full control effect; potency is the fitted concentration of half-maximal effect.

SMILES	TDP1 block	TDP1 cell noCPT	GCN5L2 inh
Cc1ccc2cc(C3CC(c4ccco4)=NN3S(=O)(=O)c3ccccc3)c(Cl)nc2c1 (centres undefined)	0%	-24%	-7%
COc1cc(/C=N/NC(=O)NC23CC4CC(CC(C4)C2)C3)ccc1OCC(N)=O	.	8.2µM*	1%
O=C(c1ccnc(Cl)c1)N1CCCC(Nc2ccc(F)cc2)C1 (centres undefined)	3%	-1%	-7%
CC(=O)c1cnn(-c2ccccc2)c1C	2%	6%	-3%
CC(=O)NC1=NN(C(C)=O)C(C)(CS(=O)(=O)c2ccc(Cl)cc2)S1 (centres undefined)	-2%	-14%	-1%
CCc1ccc(-c2nc(CS(=O)CC(=O)NCCc3ccc(C)cc3)c(C)o2)cc1 (centres undefined)	6%	?	0%
CCN1CCN(C(=O)NC2CC(=O)N(c3ccc(OC)cc3)C2)CC1 (centres undefined)	-1%	16%	-5%
COc1ccccc1CCC(=O)OCC(=O)N1CCN(S(=O)(=O)c2ccc(C)cc2C)CC1	-4%	23µM*	-5%
Cc1c(CCC(=O)O)c(=O)oc2cc3occ(-c4ccccc4)c3cc12	.	-4%	-20%
CC1(C)COC(Cn2c3ccccc3c3ccccc32)O1 (centres undefined)	-2%	?	-5%
COc1ccc(CN2CCNC(=O)C2CC(=O)N2CCCCO2)c(OC)c1 (centres undefined)	4%	21%	3%
Cc1cccc(N2CCN(C(=O)CN3C(=O)COc4ccc(S(=O)(=O)N5CCCCCC5)cc43)CC2)c1C	4%	16µM*	-7%
CCCC(CCC)n1[nH]c(=O)c2c(C)cc(C)nc21	8%	-7%	-9%
CCS(=O)(=O)N1CCC(NC(=O)C2CCCCC2)CC1	5%	-1%	-1%
COc1ccc(CNC(=O)C2CCCN(S(=O)(=O)c3ccc4c(c3)CCCN4C(C)=O)C2)cc1 (centres undefined)	3%&3%	10µM*	-5%&0%
Cc1ccc(-n2ncc(C(=O)NCCN3CCc4ccccc4C3)c2C2CCN(C(=O)OC(C)(C)C)CC2)cc1	1%	18µM*	-7%
Clc1ccccc1-c1cc(NCCN2CCOCC2)ncn1	.	?	?
Cc1ccc(CNC(=O)Cn2cnc3c(NC(=O)OCc4ccccc4)ncnc32)o1	2%	-12%	0%
COC(CNc1ccc([N+](=O)[O-])c(NCC(OC)OC)c1C#N)OC	1%	-28%	0%
CCOC(=O)N1CCC(N2Cc3cccc(C(=O)Nc4ccc(OC)c(OC)c4)c3C2=O)CC1	2%	?	-7%

Record cards, from the list above.
COc1cc(/C=N/NC(=O)NC23CC4CC(CC(C4)C2)C3)ccc1OCC(N)=O in the list: TDP1 block: .; TDP1 cell noCPT: 8.2µM*; GCN5L2 inh: 1%
COc1ccc(CNC(=O)C2CCCN(S(=O)(=O)c3ccc4c(c3)CCCN4C(C)=O)C2)cc1 (centres undefined) in the list: TDP1 block: 3%&3%; TDP1 cell noCPT: 10µM*; GCN5L2 inh: -5%&0%

Following part:
SMILES	TDP1 block	TDP1 cell noCPT	GCN5L2 inh
Cc1nc2nc(SCC(=O)Nc3cccc(F)c3)[nH]c2cc1Br	4%	?	5%
Cc1cccc(C(C)C)c1NC(=O)CSc1ncnc2[nH]ncc12	-2%	-22%	1%
CCc1c(C#N)c(SCCC(=O)Nc2ccc(OC)cc2)nc2c1C(=O)CC(C)(C)C2	5%	?	-4%
CN(CC(=O)Nc1ccccc1Br)C(=O)C(Cc1ccccc1)NC(=O)c1ccccc1 (centres undefined)	1%	?	-1%
N#CC1=C(N)N(c2ccc(Cl)cc2)C2=C(C(=O)CCC2)C1c1cc(CN2CCOCC2)cs1 (centres undefined)	-2%	?	1%
COc1ccc(C(=O)NCc2nnc(SCC(=O)Nc3nnc(C)s3)o2)cc1OC	2%	-12%	-14%
O=C(NC1CCS(=O)(=O)C1)c1cccc(S(=O)(=O)N2CCCC2)c1 (centres undefined)	1%	-19%	-10%
CC(C)(CC(=O)O)CC(=O)NNc1ncccc1C#N	-3%	-8%	-21%
COC(=O)c1ccc(-c2nc3cc(NC(C)=O)ccc3o2)cc1	5%[2.28 µM]	-15%	8%
CC(OC(=O)c1ccc2noc(-c3ccccc3)c2c1)C(N)=O (centres undefined)	.	?	-8%
Cc1ccccc1N1C(S)=C(C#N)C(=O)NC1c1cccs1 (centres undefined)	8%	?	-7%
COc1cccc(-c2ocnc2C(=O)Nc2ccc(N3CCOCC3)cc2N2CCOCC2)c1	10%	?	-10%
CCN(CC(=O)NCc1ccc(Cl)cc1)C(=O)Cc1ccc(OC)cc1	8%	-12%	-4%
COc1cc(C2SCC(=O)N2CCCN(C)C)cc(OC)c1OC (centres undefined)	5%	-4%	-3%
O=C(N/N=C/c1c[nH]c2ccc(Br)cc12)c1ccn(Cc2ccc(Cl)cc2Cl)n1	2%	21µM*	4%
COc1ccccc1Cc1nc2ccccc2nc1SCC(=O)Nc1cccc(Cl)c1C	0%	1%	-5%
c1ccc([C@H]2CN3CCSC3=N2)cc1	8%[56.1 µM]	?	1%&-19%
Cn1c(/C(C#N)=C(\O)c2ccc(S(=O)(=O)N3CCCCC3)cc2)nc2ccccc21	6%	?	-10%
Cc1ccc(S(=O)(=O)N2CCOC2CNC(=O)C(=O)NCc2ccccn2)cc1 (centres undefined)	2%	0%	-1%
Cc1cccc(NC(=O)c2ccc(F)c(S(=O)(=O)N(C)C3CCCCC3)c2)c1	3%	?	1%

Structural class, the entries above containing two or more sulfur atoms
SMILES	TDP1 block	TDP1 cell noCPT	GCN5L2 inh
CC(=O)NC1=NN(C(C)=O)C(C)(CS(=O)(=O)c2ccc(Cl)cc2)S1 (centres undefined)	-2%	-14%	-1%
COc1ccc(C(=O)NCc2nnc(SCC(=O)Nc3nnc(C)s3)o2)cc1OC	2%	-12%	-14%
O=C(NC1CCS(=O)(=O)C1)c1cccc(S(=O)(=O)N2CCCC2)c1 (centres undefined)	1%	-19%	-10%
Cc1ccccc1N1C(S)=C(C#N)C(=O)NC1c1cccs1 (centres undefined)	8%	?	-7%

Next section.
SMILES	TDP1 block	TDP1 cell noCPT	GCN5L2 inh
Cc1ccccc1N1CCN(Cc2cccc(C(=O)O)c2)CC1	6%	-3%	-3%
O=C(CN1CCc2cc3c(cc2C1)OCCCO3)Nc1ccccc1	.	26µM*	-21%
O=C(C1CCC(CNS(=O)(=O)c2cccc3nsnc23)CC1)N1CCN(c2ccccn2)CC1 (centres undefined)	8%	23µM*	-4%
Cc1ccc(C)n1-c1cccc(NC(=O)c2ccccc2)c1	0%	?	3%
Cc1cc(C)c(S(=O)(=O)N2CCN(C(=O)CCn3nc(C)c(C)c3C)CC2)c(C)c1	3%	15µM*	-5%
CN1CCCC(OC(=O)c2cc(Br)ccc2Cl)C1 (centres undefined)	0%	-5%	0%
COc1ccccc1/C=N/NC(=O)CNC(=O)c1ccc(S(=O)(=O)N(C)C)cc1	7%	9%	1%
N=C(N)c1ccc(O)cc1	6%	?	-5%
Cc1nc2ccccn2c1P(=O)(N1CCCCC1)N1CCCCC1	0%	-4%	2%
O=C(Nc1ccc(Cl)c(Cl)c1)Nc1ccc(Br)cc1F	-7%	12µM*	-8%
O=C1CN(C(=O)c2ccc(S(=O)(=O)N3CCCC3)cc2)C(c2ccc(F)cc2)c2cc(Br)ccc2N1 (centres undefined)	6%	18µM*	0%
Cn1c(C(=O)O)c(S(=O)(=O)c2ccc(Cl)cc2)c2ccccc21	.	25%	-4%
CCCN(CCC)C(=O)CSc1nc2ccsc2c(=O)n1NC(=O)c1ccccc1	6%	?	-4%
O=C(N/N=C/c1cccnc1)c1ccc(NC(=O)c2ccc(Cl)cc2)cc1	-9%	?	-10%
Cc1ccc(S(=O)(=O)NC2(C(F)(F)F)C(=O)Nc3c2c(=O)n(C)c(=O)n3C)cc1 (centres undefined)	0%	-3%	0%
COc1ccc(CCc2nnc(N)s2)cc1OC	4%	13%	-3%
COc1ccc(CNC(=O)CCC(=O)c2ccc(C)cc2)cc1OC	5%	12%	-7%
Cc1ccc(Nc2c([N+](=O)[O-])c(=O)oc3ccccc23)cc1C	2%	?	-6%
Cc1[nH]c2ccccc2c1C(=O)C(=O)N1CCN(C(=O)c2ccco2)CC1	0%	11%	-3%
Cc1cccc(NC(=O)/C(C#N)=C/c2ccc(Cl)cc2)n1	.	-16%	-1%

Three structures already listed, ordered by molar mass, largest number first:
SMILES	TDP1 block	TDP1 cell noCPT	GCN5L2 inh
Cc1cc(C)c(S(=O)(=O)N2CCN(C(=O)CCn3nc(C)c(C)c3C)CC2)c(C)c1	3%	15µM*	-5%
Cc1[nH]c2ccccc2c1C(=O)C(=O)N1CCN(C(=O)c2ccco2)CC1	0%	11%	-3%
Cc1cccc(NC(=O)/C(C#N)=C/c2ccc(Cl)cc2)n1	.	-16%	-1%

Just TDP1 block (three entries from above):
compound | TDP1 block
CN1CCCC(OC(=O)c2cc(Br)ccc2Cl)C1 (centres undefined) | 0%
COc1ccccc1/C=N/NC(=O)CNC(=O)c1ccc(S(=O)(=O)N(C)C)cc1 | 7%
N=C(N)c1ccc(O)cc1 | 6%

New compounds follow
SMILES	TDP1 block	TDP1 cell noCPT	GCN5L2 inh
O=C(Cn1nc(C(=O)O)c2ccccc2c1=O)Nc1ccccc1C(F)(F)F	9%	-17%	-1%
COc1ccccc1OCC(=O)NCC1CCCCC1	-5%	5%	11%
COc1ccccc1C(=O)NCC(=O)N1CC=C(c2ccccc2)CC1	1%	?	2%
CN(C)C(CNC(=O)C1CCCN(C(=O)c2ccc(Cl)cc2)C1)c1ccco1 (centres undefined)	6%	-6%	-7%
CCN(CC)S(=O)(=O)c1ccc2c(c1)N(CC(=O)NCCCN1CCN(c3ccccc3F)CC1)C(=O)CO2	1%	?	-3%
CCCc1cc(=O)oc2cc(OCC(=O)Nc3ccc4c(c3)OCCO4)ccc12	2%	-13%	-1%
O=C(Cc1cccc2ccccc12)NN1C(=O)C2C(C1=O)C1C=CC2C12CC2 (centres undefined)	1%	-29%	22%
COc1cccc(OC)c1C(=O)NNC(=O)c1cccc(COc2ccc3c(c2)CCC3)c1	9%	-16%	-5%
CCN1c2ccc(S(=O)(=O)N3CCOCC3)cc2N(Cc2ccc(OC)cc2)C1C (centres undefined)	3%	?	-3%
Cn1c(CN2CCOCC2)nnc1SCc1cccc(F)c1	8%	11%	-3%
C[C@@H]1C[C@H](OC(=O)c2ccccc2O)CC(C)(C)C1	8%[21 µM]	.	12%[21.4 µM]
CCC(C)NC(=O)COc1ccc(S(=O)(=O)N2CCOCC2)cc1 (centres undefined)	-2%	-14%	3%
CCN1CCCC1CNCc1cccc(OC)c1OCc1ccccc1F (centres undefined)	2%	-7%	2%
COc1cc(S(=O)(=O)NCc2ccccn2)c(OC)cc1Cl	0%	7%	4%
CCCCCCN1CC(C(=O)OCC)C(=O)C1=O (centres undefined)	4%	-14%	-4%
COC(=O)C(C)Sc1ccc2nnc(-c3ccccc3)n2n1 (centres undefined)	2%	-28%	-5%
CCOc1ccc(NC(=O)c2c(NC(=O)Cc3ccccc3)sc3c2CCCC3)cc1	2%	?	-3%
COc1ccc(Cl)cc1NC(=O)CSc1cn(CC(=O)N2CCCCC2)c2ccccc12	0%	21µM*	-4%
CN(C)S(=O)(=O)c1cccc(NC(=O)COC(=O)c2cc(-c3cccc(Br)c3)nc3ccccc23)c1	6%	?	-11%
Cc1ccc(S(=O)(=O)Nc2ccc3cn[nH]c3c2)cc1	1%	?	-4%
O=C(CCc1ccccc1)Nc1ccc(NC(=O)c2ccco2)cc1	3%	5%	1%
Cc1cc(C)c(C(=O)Cn2nc(C(=O)O)c3ccccc3c2=O)cc1C	-5%	-20%	0%
CC(=O)C1=C(O)C(=O)N(c2ccc(C)cc2)C1c1ccccn1 (centres undefined)	-4%[56.1 µM]	13%	-3%
CCCn1c(N)c(C(=O)CSc2nnc(C)n2Cc2ccccc2)c(=O)n(C)c1=O	1%	-26%	-3%[0.501 µM]
COCCNC(=O)C1CCCN(c2ncccn2)C1 (centres undefined)	-1%	-2%	2%
NC(=O)c1ccsc1NC(=O)c1ccc(N2CCCC2=O)cc1	-5%	?	-14%
Cc1cc(Nc2nnnn2-c2ccccc2)n(-c2ccc(Cl)cc2)n1	8%	?	-11%
O=C(NCc1ccc(Cl)cc1)C1C2C=CC3(CN(Cc4cccnc4)C(=O)C13)O2 (centres undefined)	1%	6%	-10%
CCCOc1ccc(C(O)C(CN2CCOCC2)c2ccccc2)cc1 (centres undefined)	1%	-12%	-2%
CC(=O)Nc1ccc(S(=O)(=O)Nc2cccc(C(=O)Nc3ccccc3C(=O)O)c2)cc1	.	-10%	-8%
COc1ccc(CSCC(=O)NCCC(C)C)cc1	0%	13%	-14%
CC1CCN(C(C(=O)NC2CCCCC2)c2cc3c(cc2[N+](=O)[O-])OCO3)CC1 (centres undefined)	3%	1%	-4%
Cc1cc(C)nc(SCC(=O)Nc2ccc(Br)cn2)n1	2%	-24%	-5%

Source: PubChem

These rows are one share of the data, so the mix of outcomes need not match the whole.
